Yp Topo-I inh – Yersinia pestis topoisomerase I inhibitors, primary screen, biochemical, cleavage product accumulation, plate reader, single point | DNA topoisomerase I (Yersinia pestis CO92) | Y. pestis Topo-I cleavage product accumulation | activity, % at 10 µM | 360,000 tested, 0.064% active; in the data active = activity above about 50%, passing the limit was not always enough; inconclusive = no clear call, values can overlap the other calls; note: inactives centre near 2
Anthrax LF prot – Bacillus anthracis LF protease inhibitors, primary screen, biochemical, multiplex microsphere, MLPCN library; Lethal factor (Bacillus anthracis), P15917; multiplex microsphere protease cleavage assay; inhibition, % at 10 µM; 360,000 tested, 0.12% active; AID 588501, 2011; note: plate controls were buffer without enzyme for full effect and enzyme alone for no effect
Target sequence (P15917 whole entry, looked up): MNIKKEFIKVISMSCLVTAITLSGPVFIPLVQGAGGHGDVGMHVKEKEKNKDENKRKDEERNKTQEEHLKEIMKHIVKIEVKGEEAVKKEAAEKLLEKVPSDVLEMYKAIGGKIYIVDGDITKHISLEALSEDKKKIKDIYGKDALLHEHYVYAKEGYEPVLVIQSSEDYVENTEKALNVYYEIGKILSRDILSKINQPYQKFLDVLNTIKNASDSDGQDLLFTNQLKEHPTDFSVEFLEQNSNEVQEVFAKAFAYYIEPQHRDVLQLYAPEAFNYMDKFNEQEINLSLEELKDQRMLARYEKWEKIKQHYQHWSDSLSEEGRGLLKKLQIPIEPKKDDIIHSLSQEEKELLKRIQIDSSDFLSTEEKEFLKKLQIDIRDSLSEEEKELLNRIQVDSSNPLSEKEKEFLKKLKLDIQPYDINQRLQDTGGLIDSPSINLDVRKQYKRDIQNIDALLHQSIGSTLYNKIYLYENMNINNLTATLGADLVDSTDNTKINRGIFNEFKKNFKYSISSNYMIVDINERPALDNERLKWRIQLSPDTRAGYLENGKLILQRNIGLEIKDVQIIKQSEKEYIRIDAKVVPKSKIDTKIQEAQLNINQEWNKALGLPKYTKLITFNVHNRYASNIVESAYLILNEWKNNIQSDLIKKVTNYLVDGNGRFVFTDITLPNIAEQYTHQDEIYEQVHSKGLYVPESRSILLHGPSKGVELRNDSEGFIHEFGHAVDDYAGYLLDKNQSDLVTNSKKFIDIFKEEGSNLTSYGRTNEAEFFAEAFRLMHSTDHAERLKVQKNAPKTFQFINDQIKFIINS
VHR inh abs – VHR1 phosphatase inhibitors, primary screen, biochemical, absorbance, uHTS; Dual specificity protein phosphatase 3 (Homo sapiens), P51452; recombinant VHR phosphatase, pNPP absorbance; inhibition, % at 13.3 µM; 290,000 tested, 0.52% active; in the data active = inhibition above about 50%; note: some compounds called inactive have numbers as strong as hits
Target sequence (P51452 whole entry, looked up): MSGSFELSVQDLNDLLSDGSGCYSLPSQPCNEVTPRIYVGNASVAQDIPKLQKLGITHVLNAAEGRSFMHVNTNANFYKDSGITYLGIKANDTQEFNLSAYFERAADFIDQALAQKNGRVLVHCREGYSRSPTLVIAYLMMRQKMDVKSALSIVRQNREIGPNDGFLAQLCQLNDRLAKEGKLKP
TcdB inh – TcdB glycohydrolase inhibitors, primary screen, biochemical, single point, plate reader; Toxin B (Clostridioides difficile), P18177; TcdB glycohydrolase enzymatic assay; inhibition, % at 9.99 µM; 350,000 tested, 0.24% active; AID 652162, 2013; in the data active = inhibition above about 10%
PfHsp40 yeast – rescue of yeast from PfHsp40 toxicity, primary screen, S. cerevisiae, ATP luminescence; S. cerevisiae expressing PfHsp40, growth rescue; growth rescue, % at 12.5 µM; 340,000 tested, 0.68% active; in the data active = growth rescue above about 28%, passing the limit was not always enough; inconclusive = no clear call, values can overlap the other calls;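 note: yeast W303a lacking pdr1 and pdr3 grown in galactose medium; growth measured after three days at 30 °C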
SARS 3CLpro inh – SARS-CoV 3CLpro protease inhibitors, primary screen, biochemical, quenched FRET; 290,000 tested, 0.14% active; inhibition, % at 6 µM; Replicase polyprotein 1ab (Severe acute respiratory syndrome coronavirus), P0C6X7; recombinant SARS-CoV 3CLpro, quenched FRET peptide cleavage; AID 1706, 2009; in the data active = inhibition above about 12%
BoNT A protease – BoNT/A light chain protease inhibitors, primary screen, biochemical, flow cytometry, MLPCN library | multiplex microsphere protease substrate cleavage | inhibition, % at 10 µM | 360,000 tested, 0.17% active | Botulinum neurotoxin type A light chain protease (Clostridium botulinum A str. ATCC 3502); note: plate controls were buffer without enzyme for full effect and enzyme alone for no effect
Vc quorum ag – inducers of Vibrio cholerae quorum light production without autoinducers, primary screen, BH1578 luxS cqsA deficient, single point; V. cholerae BH1578 lux reporter, luminescence, 6 h; activation, % at 18.7 µM; 350,000 tested, 0.16% active; AID 588436, 2011; in the data active = activation mostly above about 9.7%, no sharp cut-off; inconclusive = no clear call, values can overlap the other calls; inactive = mostly below about 3.7%; note: not every result past the cut was called active; inactives centre near 0; reference of the scale not given here
CCHF vOTU inh – CCHFV vOTU protease inhibitors, primary screen, biochemical, Pep-AMC substrate, fluorescence. Crimean-Congo hemorrhagic fever virus L polyprotein viral ovarian tumor (vOTU) protease …. inhibition, % at 11.5 µM. 370,000 tested, 0.55% active. AID 651958, 2012; in the data active = inhibition above about 30%; note: 0% = vehicle wells with enzyme and 100% = no enzyme wells
SSB-PriA inh – inhibitors of Klebsiella pneumoniae PriA binding to SSB C-terminal tail, primary screen, biochemical, AlphaScreen; PriA–SSB C-terminal tail interaction (Klebsiella pneumoniae); AlphaScreen SSBct-PriA binding, biotinylated peptide; inhibition, % at 33 µM; 430,000 tested, 0.6% active; AID 1272365, 2023; in the data active = inhibition mostly above about 37%, no sharp cut-off; inactive = mostly below about 20%;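 note: plate controls were negative control peptide for no effect and reference peptide for full effect; strong numbers were not always called active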
* marks the source's active call; other numbers are inactive results; i = inactive; ? = inconclusive; . = not tested or not shown; & = joins results of further samples. Cut-off read from the data, not from the text of the source, unless noted: active = inhibition above about 30%; inconclusive = no clear call, values can overlap the other calls; inactive = below that. Some of the compounds tested. The share of hits here may be higher or lower than overall.

SMILES	Yp Topo-I inh	Anthrax LF prot	VHR inh abs	TcdB inh	PfHsp40 yeast	SARS 3CLpro inh	BoNT A protease	Vc quorum ag	CCHF vOTU inh	SSB-PriA inh
CCC1CN1P1(=O)OCC(C)([N+](=O)[O-])CO1 (stereo not given)	3	-3	.	0.5	1.9	.	-0.3	i	-3	.
CCc1nc2ccccc2c(C(=O)Oc2cccc3cccnc23)c1C	4	-7	14	.	-0.5	-1	-0.3	-1.2	4	-18
C/C=C(\CS(=O)(=O)c1ccccc1)S(=O)(=O)c1ccccc1	-5	10	14	.	-0.6	-2	0.0	.	-4	-5
Cc1cc(N(C)C)c(C#N)c(=O)[nH]1	7	-5	18	.	-1.1	-1	0.4	i	7	-3
Cc1csc(NC(=O)c2ccco2)c1C(=O)c1ccccc1	2	-3	12	-0.1	-0.3	-4	-1.9	-0.4	-7	-4
CC1(C)Cc2c(c(-c3ccccc3)[nH]c(=O)c2C#N)CS1	1	3	29	-1.3	0.0	0	-0.6	-0.2	5	-14
O=C(Cc1ccc([N+](=O)[O-])cc1)Nc1ccc2c(c1)OCO2	8	-1	15	0.8	0.7	4	-0.3	-0.9	-3	0
NS(=O)(=O)c1ccc(CCNC(=O)c2cccc(S(=O)(=O)N3CCc4ccccc43)c2)cc1	17	3	.	-1.8	.	.	0.4	-0.2	-2	.
CCOC(=O)N1CCN(S(=O)(=O)c2ccc(C)c([N+](=O)[O-])c2)CC1	6	2	16	0.4	6.0	0	-1.3	i	8	-12
O=C(O)c1ccccc1C(=O)Nc1ccc(-n2ccc(C(F)(F)F)n2)cc1	-6	-8	1	-1.9	1.0	1	-0.9	-0.1	-3	-1
CCN1CCN(c2ccc(Cl)cc2NC(=O)c2ccc(-n3nc(C)cc3C)cc2)CC1	-9	.	.	-0.5	0.2	.	.	i	-9	-14
Cc1nc2ccccc2nc1CN1CCC(CO)(CC2CCCCO2)CC1 (stereo not given)	1	-1	26	.	-0.2	9	0.0	-0.5	3	-10
CC[n+]1ccc(C)c2cc(SC(F)(F)F)ccc21	-5	1	10	.	1.2	2	2.8	i	.	1
CC(=O)C1CCC2C3CCC4=CC(=O)C=CC4(C)C3C(=O)CC12C (stereo not given)	4	-2	.	5.6	0.5	.	-0.3	i	10	-8
Cc1cc2ccccn2c1C(=O)c1cccc([N+](=O)[O-])c1	19	-3	-20	0.0	2.5	-7	0.0	i	9	-6
Cc1ccccc1NC(=O)COC(=O)C1CC2CCCC(C1)C2=O (stereo not given)	-3	-5	.	1.8	-0.9	.	1.1	1.2	9	-1
C=CCC1C=CCC(CC=C)N1C(=O)c1ccccc1[N+](=O)[O-] (stereo not given)	4	-1	0	.	-1.3	-2	0.2	0.9	2	-25
COc1ccc(NS(=O)(=O)c2ccc(N3CCCC3=O)cc2)cn1	8	-4	12	-0.6	-0.6	3	0.6	-0.5	2	0
CC1(C)C(CO)=CC(=O)C2=C1SCC(=O)N2	8	2	-4	0.6	0.1	-2	-0.8	-0.4	10	6
Cc1cc2c(NC3CCCCC3)ncnc2s1	-2	-5	19	0.9	1.2	-4	0.6	-0.3	-6	-3
O=C1C=C(c2ccc(Cl)c(C(F)(F)F)c2)C[C@@H](c2ccc3c(c2)OCO3)C1	37	-3	.	2.4	2.9	.	-0.4	i	-1	7
Cc1c(NC(=O)C(C)Oc2ncnc3ccccc23)c(=O)n(-c2ccccc2)n1C (stereo not given)	5	4	13	.	-1.9	2	0.6	-4.0	-7	-21
CC(C)N(Cc1nc(-c2ccccc2)no1)C(=O)CCCN1C(=O)c2ccccc2C1=O	21	-4	22	.	-0.8	0	0.6	5.0	-12	-2
Cc1ccc(OCC(=O)Nc2ccc(N3CCOCC3)cc2)c([N+](=O)[O-])n1	0	-4	5	-0.5	-0.3	-3	0.1	-0.1	-3	9
CCOc1ccc(S(=O)(=O)NCc2cccnc2)cc1	-2	-6	-2	1.0	-0.8	3	1.6	-0.6	-15	-3
SMILES	Yp Topo-I inh	Anthrax LF prot	VHR inh abs	TcdB inh	PfHsp40 yeast	SARS 3CLpro inh	BoNT A protease	Vc quorum ag	CCHF vOTU inh	SSB-PriA inh
CCCCOCC(O)CCc1n[nH]c(=S)n1-c1ccccc1 (stereo not given)	3	4	11	0.4	0.2	-2	0.2	i	-3	2
CCCCC(=O)N(C)c1c(CC)nc2c(OCCOC)cccn12	-1	0	.	2.6	.	.	0.1	i	21	.
COc1ccc([C@@H]2C[C@@H](c3ccccc3)Oc3cc(C)cc(C)c32)cc1	6	-12	27	1.7	-1.6	.	-0.1	-1.0	6	7
CCc1ccc(CN(C)C(C)C(=O)Nc2ccc(S(=O)(=O)N3CCCC3)cc2)cc1 (stereo not given)	19	1	.	3.4	1.0	.	0.6	i	-2	4
C=CCn1c(COc2ccc(Cl)cc2)nnc1SCC(=O)N1CC(=O)Nc2ccccc21	14	-10	13	.	0.5	1	0.2	-0.7	6	1
Cc1ccc(-c2nnn(CC(=O)N(c3ccccc3)C(C(=O)NC3CCCC3)c3ccco3)n2)o1 (stereo not given)	-5	-4	12	.	0.4	1	-0.1	-0.4	3	-9
Cc1ccc2nc(SC(C)C(=O)N3CCCC3)[nH]c2c1 (stereo not given)	-5	3	22	.	0.7	3	-0.1	-6.2	7	-11
Cc1cccc2c1-c1sc(C(=O)N3CCc4ccccc4C3)cc1CO2	47	-3	23	-0.8	-1.8	1	-0.3	-0.1	-46	-8
Cc1csc2ncc(C(=O)NCc3ccccc3Cl)c(=O)n12	-5	5	18	0.8	-0.1	0	0.3	.	-9	3&-12
O=C(CCC(=O)OCC(F)(F)C(F)F)Nc1ccc(F)cc1F	4	-2	4	-0.4	0.3	2	0.4	-0.3	5	-9
CCc1ccc(NC(=O)NNC(=O)CCc2ccccc2)cc1	10	4	44	1.2	-1.5	-5	-0.7	-3.6	6	-11
COc1cccc(-n2nnc3c(=O)n(CC(=O)Nc4ccc(C)cc4)cnc32)c1	1	2	14	-0.2	0.1	0	-0.1	i	7	4
COC(=O)c1ccc(NC(=S)NCCCN2CCCC2=O)cc1	-1	-3	11	-1.7	-0.9	7	0.3	0.2	3	-11
Cc1noc(C)c1COC(=O)[C@H](C)NS(=O)(=O)c1ccc(Cl)c(Cl)c1	2	0	2	.	-0.6	2	-0.3	5.3	12	-26
O=C(NCCCN1CCOCC1)C(=O)NCC1OCCN1S(=O)(=O)c1ccc(Br)cc1 (stereo not given)	-1	3	-7	0.4	-0.2	5	-2.9	-0.5	0	-7
COc1cc(SC)ccc1C(=O)NNC(=O)C1COc2ccccc2O1 (stereo not given)	13	-5	.	-0.9	-1.4	.	-0.9	-3.3	13	-13
COc1ccc(-c2csc3ncn(Cc4ccccc4)c(=O)c23)cc1	-5	7	68	-0.5	2.8	-2	-8.7	-0.3	11	-31
Cc1cc(C)nc(SC2CC(=O)N(c3ccc(C)c(C)c3)C2=O)n1 (stereo not given)	8	21	8	1.3	-0.1	1	-0.5	-1.3	-6	-7
O=C(CN1CCC(NC(=O)Cc2ccccc2)CC1)Nc1cccc2ccccc12	-11	-2	28	0.6	-1.2	1	-0.2	-0.5	11	5
N#CC(C#N)=Cc1cc2ccccc2nc1N1CCCCC1	-5	6	2	1.0	0.4	1	10	-0.2	-6	-3
O=C(Oc1cccnc1)c1ccc([N+](=O)[O-])cc1	-1	-2	-5	0.6	0.5	4	0.2	i	-6	-7
CCOC(=O)N1CCN(S(=O)(=O)c2ccc(C(=O)N(CCCN(C)C)c3nc4c(C)c(C)ccc4s3)cc2)CC1	4	-2	.	1.0	-2.0	.	-8.4	-2.8	-6	16&7
O=C(NCc1cccc(Br)c1)C1CC2Cn3c(nc4ccccc43)C2N1Cc1ccccc1 (stereo not given)	27	-4	.	0.2	2.2	.	-0.2	i	1	1
Cc1ccccc1CNC(=O)CCn1nc(C)c2c(C)n(-c3ccccc3)nc2c1=O	1	-1	19	-0.3	1.1	-1	1.9	-0.3	2	-1
COc1ccc2c(c1)nc(SCC(=O)c1cccs1)n2C	7	-6	27	1.6	-0.9	-5	0.8	-0.4	-8	-2

Sorted by heavy-atom count (highest first): 3 of the compounds above.
SMILES	Yp Topo-I inh	Anthrax LF prot	VHR inh abs	TcdB inh	PfHsp40 yeast	SARS 3CLpro inh	BoNT A protease	Vc quorum ag	CCHF vOTU inh	SSB-PriA inh
CCOC(=O)N1CCN(S(=O)(=O)c2ccc(C(=O)N(CCCN(C)C)c3nc4c(C)c(C)ccc4s3)cc2)CC1	4	-2	.	1.0	-2.0	.	-8.4	-2.8	-6	16&7
COc1cc(SC)ccc1C(=O)NNC(=O)C1COc2ccccc2O1 (stereo not given)	13	-5	.	-0.9	-1.4	.	-0.9	-3.3	13	-13
COc1ccc2c(c1)nc(SCC(=O)c1cccs1)n2C	7	-6	27	1.6	-0.9	-5	0.8	-0.4	-8	-2

Next part.
SMILES	Yp Topo-I inh	Anthrax LF prot	VHR inh abs	TcdB inh	PfHsp40 yeast	SARS 3CLpro inh	BoNT A protease	Vc quorum ag	CCHF vOTU inh	SSB-PriA inh
Cc1c(C(=O)N2CCc3ccccc3C2)oc2ccc(Br)cc12	28	-1	.	-0.4	-1.1	.	-3.0	-1.4	10	-20
COc1ccc(CNC(=O)COC(=O)c2ccc(C)c(S(=O)(=O)N3CCOCC3)c2)cc1OC	1	?	.	1.5	0.2	.	-0.2	i	6	-14
CCCOc1ccc2nc(C)c(CCC)c(SC(=N)N)c2c1	1	-4	-19	1.3	0.9	-1	-0.8	i	-10	-5
CCOC(=O)CN(C(=O)c1ccccc1[N+](=O)[O-])C(C)(C)C	-1	-5	20	1.7	-0.9	-2	-0.9	-0.4	-10	5
CC(C)CC1Nc2ncnc(N3CCCCC3)c2N(Cc2ccc(Br)cc2)C1=O (stereo not given)	11	0	.	0.6	0.3	.	0.1	i	17	-4
CN1CCN(CCCNC(=O)c2ccc(/C=C3\Oc4ccccc4N(Cc4ccccc4F)C3=O)cc2)CC1	-34	-3	-13	0.2	-1.1	-2	-1.4	-4.6	-28	4
CCc1c(C)sc(NC(=O)c2cc(-c3ccc(O)cc3)on2)c1C#N	-4	-5	11	0.7	1.1	3	-0.3	-0.2	3	-8
CCOc1ccccc1NC(=O)COC(=O)CC(C)(C)CC1=NS(=O)(=O)c2ccccc2N1	9	2	-9	-1.0	0.7	-6	-2.8	-0.3	2	-3
O=C(O)CCn1c(Cc2ccccc2)nc2ccccc21	-1	-3	27	-5.0	-0.7	-1	-1.4	i	4	-8
CC(=O)NNC(=O)CCn1nnc(-c2ccc(Cl)cc2)n1	1	-3	16	-0.5	-0.9	0	-0.3	-0.1	0	-7
Cc1ccc(S(=O)(=O)N2[C@@H](c3ccccc3F)C(C(=O)O)=CC[C@H]2c2cccc(C)c2)cc1	0	-4	.	.	0.7	.	-0.2	-0.8	5	-15
CSc1ncccc1C(=O)NNC(=O)c1csc(N2CCOCC2)n1	0	4	.	0.6	.	.	0.1	-1.3	6	.
CCOC(=O)C1CCN(C(=S)Nc2ccc(C)cc2)CC1	-11	-5	15	5.1	-0.7	-2	-0.6	-1.1	-8	-15

Screens as filed in PubChem BioAssay.
